# Source: PubChem
# Dynein cargo inh: inhibitors of GR-EGFP nuclear translocation, primary screen, dynein cargo transport inhibitor project, imaging, high-content, 3617.4 mouse cells; test concentration mostly 20 µM; stimulated with dexamethasone, 1 µM; active compounds read low; z-score, hits read low; 220,000 tested, 0.47% active;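 active = plate z-score of nuclear minus cytoplasmic receptor signal below a set negative limit, without overly bright fluorescence or cell loss, cut at about -3.5 in these data, passing the limit was not always enough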;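 note: z-score of nuclear minus cytoplasmic ring GR-EGFP intensity difference per well; some compounds called inactive have numbers as strong as hits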
#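 Medium: Induction medium lacking tetracycline, stripped serum | Probe or stimulus: 1.0 µM final dexamethasone stimulus | Schedule: 48 h induction, then 1 h compound, then 30 min agonist, 37 °C | Signal: Automated 10x imaging of fixed Hoechst-stained cells | Evaluation: Per-cell GR-EGFP intensity, nucleus versus surrounding cytoplasmic ring, well-averaged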
# KOR beta-arrestin-1: KOR agonists, beta-arrestin recruitment, primary screen, cell-based, luminescence, uHTS (AID 1777); Kappa-type opioid receptor (Homo sapiens); KOR beta-arrestin recruitment, luminescence; higher % means a stronger effect; one-dose activation, % at 10 µM; EC50 in µM for titrated hits; 280,000 tested, 0.02% active; in the data active = activation above about 50%, passing the limit was not always enough; note: a part of the inactive calls stands beside numbers as strong as those of hits
# M1AAP inhibition: P. falciparum M1AAP inhibitors, biochemical, fluorogenic H-Leu-NHMec substrate, 1536-well (AID 1445); 220,000 tested, 0.42% active; recombinant M1AAP, H-Leu-NHMec fluorogenic kinetic assay; higher % means a stronger effect; inhibition, % at 30 µM, or IC50 in µM where a hit was titrated; Aminopeptidase N (Plasmodium falciparum (isolate 3D7));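 active = primary inhibition above the hit cutoff, then over 50% inhibition at one or more dose response concentrations, cut at about 23% in these data, passing the limit was not always enough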;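 note: plate controls were DMSO full reaction for no effect and no enzyme background for full effect; strong numbers were not always called active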
# GPR55 activation: GPR55 agonists via beta-arrestin recruitment, primary screen, imaging, U2OS cells, beta-arrestin-GFP redistribution (AID 1961) | G-protein coupled receptor 55 (Homo sapiens) | 290,000 tested, 0.048% active | activation, % at 10 µM; hits with a dose series show EC50 in µM | U2OS GPR55 beta-arrestin-GFP redistribution imaging; higher % means a stronger effect;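 active = activation above 40% with more than 50 cells counted in the well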;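 note: U2OS osteosarcoma cells stably expressing GPR55 and beta-arrestin-GFP; plate controls were DMSO negative control for no effect and LPI positive control for full effect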
# NOD1 NF-kB reporter: NOD1 signaling inhibitors, primary screen, cell-based, luminescence, uHTS (AID 1578); NOD1-driven NF-kB luciferase reporter cells, luminescence; higher % means a stronger effect; inhibition, % at 4 µM; hits with a dose series show EC50 in µM; 290,000 tested, 1% active; in the data active = inhibition mostly above about 36%, no sharp cut-off; inactive = mostly below about 34%;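 note: HEK-293T reporter cells stimulated with the NOD1 agonist gamma-tri-DAP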
# AID2073: inhibitors of Mint1-CaV2.2 protein interaction, biochemical, HTRF (AID 2073). 290,000 tested, 0.19% active. HTRF protein-protein interaction, Mint1-CaV2.2; higher % means a stronger effect. inhibition, % at 20 µM, or IC50 in µM where a hit was titrated. Voltage-dependent N-type calcium channel subunit alpha-1B (Homo sapiens); in the data active = inhibition mostly above about 51%, no sharp cut-off; note: some results filed as inactive read as strong as hits
# HEK293 NOD2/NF-kB: NOD2 signaling inhibitors, cell-based, luminescence, uHTS, HEK293 (AID 1566). HEK293 NOD2/NF-kB luciferase reporter, luminescence; higher % means a stronger effect. 290,000 tested, 0.63% active. one-dose inhibition, % at 4 µM; EC50 in µM for titrated hits; note: many of its hits are not listed in these tables
# KOR beta-arrestin-2: KOR antagonists, beta-arrestin recruitment, cell-based, luminescence, uHTS (AID 1778); Kappa-type opioid receptor (Homo sapiens); KOR beta-arrestin recruitment, luminescence, antagonist mode; higher % means a stronger effect; one-dose inhibition, % at 10 µM; IC50 in µM for titrated hits; 290,000 tested, 0.091% active; note: strong numbers were not always called active
# P. falciparum M17LAP: P. falciparum M17LAP inhibitors, primary screen, biochemical, fluorogenic H-Leu-NHMec substrate, 1536-well (AID 1619); 220,000 tested, 0.38% active; inhibition, % at 30 µM, or IC50 in µM where a hit was titrated; Leucine aminopeptidase (Plasmodium falciparum (isolate 3D7)); recombinant M17LAP, H-Leu-NHMec fluorogenic kinetic assay; higher % means a stronger effect;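 active = compound inhibiting the enzyme by more than half at any dose during confirmatory dose-response retesting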;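 note: plate controls were full reaction with DMSO carrier for no effect and no enzyme background for full effect; strong numbers were not always called active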
# Dynein cargo inh cytoplasmic EGFP: second read-out of Dynein cargo inh, no call of its own (marks repeat the call); z-score; measured here: cytoplasmic GR-EGFP intensity; active compounds read high
# Dynein cargo inh nuclear GR-EGFP: further read-out of Dynein cargo inh, marked with its call; z-score; measured here: nuclear GR-EGFP intensity;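 lower value marks the stronger effect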
# Dynein cargo inh cell count: further read-out of Dynein cargo inh, marked with its call; z-score; measured here: cell count per field
# Starred values were filed as active, the others as inactive; x = not tested or not shown; [ ] = dose if it differs, or a comment. Cut-off read from the data, not from the text of the source, unless noted: active = inhibition above about 50%; inactive = the rest.
Dynein cargo inh	Dynein cargo inh cytoplasmic EGFP	Dynein cargo inh nuclear GR-EGFP	Dynein cargo inh cell count	KOR beta-arrestin-1	M1AAP inhibition	GPR55 activation	NOD1 NF-kB reporter	AID2073	HEK293 NOD2/NF-kB	KOR beta-arrestin-2	P. falciparum M17LAP	mol
-1.07	-0.315	-0.74	1.24	3.2%	2.9%	-0.3%	-10.0%	1.4%	18.7%	9.8%	-20.5%	CCOP(=O)(OCC)c1nc(-c2ccccc2)oc1NCc1ccccc1
0.443	-0.318	0.502	-0.593	-4.2%	8.8%	-0.1%	-41.2%	-2.8%	-0.2%	-51.7%[20 µM]	-1.5%	CCOc1ccc(N(CC(=O)NC(C(C)C)C(C)C)S(=O)(=O)c2ccc(OC)c(OC)c2)cc1
-0.264	0.14	0.223	0.287	5.3%	-0.2%	-0.1%	-8.1%	-10.9%	-32.1%	7.7%	-2.8%	CC1CCCCN1Cc1nc2c(c(=O)n(C)c(=O)n2C)n1Cc1c(F)cccc1Cl (centres undefined)
x	x	x	x	2.3%	x	-0.2%	-18.0%	8.0%	-4.7%	-42.5%	x	COc1ccc(C2Nc3ccccc3C(=O)N2NS(=O)(=O)c2ccccc2)c(OC)c1 (centres undefined)
-0.117	-0.267	-0.0843	0.593	-1.5%	0.8%	0.2%	-4.8%	5.6%	15.5%	-16.0%	9.3%	CCS(=O)(=O)c1ccc(O)c(NC(=O)COc2ccc(C)cc2)c1
0.452	-0.167	0.287	-0.0203	-2.7%	2.0%	0.0%	-20.1%	-4.7%	-4.0%	16.8%	-5.8%	COC(=O)c1ccccc1NC(=O)N1CCCC1
0.25	-0.206	-0.125	0.273	-0.6%	-1.4%	0.9%	-5.3%	0.6%	-8.7%	19.7%	-2.1%	CN(CCO)c1ccc(-c2nn(C)c(=O)c3ccccc23)cc1[N+](=O)[O-]
-0.348	-0.0256	0.0941	0.369	-2.8%	-3.5%	-0.1%	-14.6%	3.3%	16.0%	-17.8%[20 µM]	-1.6%	CC(C)NS(=O)(=O)c1ccc(OCC(=O)NC(C)c2ccccc2)cc1 (centres undefined)
0.153	-0.27	0.0224	0.371	0.5%	4.2%	-0.2%	3.4%	5.6%	22.4%	-26.8%	7.8%	O=S(=O)(CCN1C=CC(C(F)(F)F)=NCC1)c1ccc(Cl)cc1Cl
-0.132	-0.255	0.205	0.107	3.8%	13.6%	0.2%	-10.0%	16.7%	16.3%	2.0%	32.1%	CC1CCc2nc3ccc(S(=O)(=O)N4CCC(C(=O)N5CCCCCC5)CC4)cc3c(C(=O)O)c2C1 (centres undefined)
2.95	-0.125	1.34	-1.73	0.8%	3.0%	-0.2%	-0.3%	3.1%	6.0%	-16.1%	15.2%	CCOC(=O)C(NC(=O)NCc1cccc(C(F)(F)F)c1)(OCC)C(F)(F)F (centres undefined)
-0.913	-0.27	-0.296	0.744	-0.5%	4.7%	-0.1%	4.8%	-15.6%	7.7%	-0.8%	-3.2%	Cc1ccc(C)c(N2CCN(C(=O)Cn3cccc3)CC2)c1
-0.161	-0.269	-0.0572	0.0444	-0.8%	6.1%	-0.1%	-8.5%	0.5%	1.8%	16.2%	-1.5%	CSc1cccc(NC(=O)CN(C2CCCCC2)S(C)(=O)=O)c1
x	x	x	x	-1.6%	x	-0.1%	-18.9%	-4.5%	9.8%	7.5%	x	COc1ccc(-n2nc3c(c2NC(=O)c2cc4ccccc4o2)CS(=O)(=O)C3)cc1
x	x	x	x	0.7%	x	0.3%	0.5%	2.1%	0.3%	-40.9%	x	CCOCc1nnc(NC(=O)c2c(-c3ccccc3)noc2C)s1
-0.656	0.125	-0.00979	0.225	-0.1%	1.9%	-0.1%	-19.8%	-3.4%	12.2%	11.6%	11.7%	CNc1ncc(C(=O)C(C)(C)C)s1
-1.11	-0.165	0.0488	0.746	36.5%	-1.4%	0.3%	-33.7%	6.6%	-64.2%	29.0%	-1.4%	CCNC(=O)C1CC(=O)N(Cc2ccc3c(c2)OCO3)C(=Nc2ccc(OCC)cc2)S1 (centres undefined)
0.403	-0.157	0.265	-0.257	-6.9%	3.3%	-0.3%	-14.2%	-10.5%	-4.7%	-4.2%	-4.3%	O=C(COC(=O)c1ccccc1NC(=O)c1ccco1)NC1CCS(=O)(=O)C1 (centres undefined)
-0.345	-0.227	-0.0641	0.341	-5.5%	-0.9%	0.0%	10.4%	0.6%	14.8%	14.9%	-5.5%	Cc1csc(NC(=O)C2CCC(C)(C(=O)O)C2(C)C)n1 (centres undefined)
x	x	x	x	-1.5%	x	0.2%	-30.4%	1.4%	-7.6%	-9.6%	x	Cc1ccc(NC(=O)CN2CCN(Cc3ccccc3)CC2)cc1F
0.462	-0.116	-0.108	0.279	-1.6%	-2.2%	0.2%	-12.1%	0.7%	0.0%	-7.8%[20 µM]	-9.3%	O=C(NNC(=O)C1CC(c2cccs2)=NO1)NC1CCCCC1 (centres undefined)
x	x	x	x	-4.4%	x	-0.2%	-18.5%	-0.8%	2.6%	4.0%[20 µM]	x	CC(C)N(CCNC(=O)c1ccc(NC2=NC3CS(=O)(=O)CC3S2)cc1)Cc1ccco1 (centres undefined)
x	x	x	x	1.3%	x	0.0%	-4.5%	31.2%	5.8%	-1.5%	x	Cc1ccc(F)cc1NC(=O)c1sc2ncn(CC(=O)N3CCN(c4ccccn4)CC3)c(=O)c2c1C
x	x	x	x	-1.1%	x	0.5%	63.3%	17.5%	4.2%	-67.9%	x	CCN1C(=O)/C(=C\c2ccc(-c3cccc(C(=O)OC)c3)o2)SC1=Nc1ccc(C(=O)O)cc1
x	x	x	x	-2.6%	x	-0.2%	-63.8%	-6.0%	-26.4%	14.1%	x	COCCc1nc2ccc(C(=O)N(C)Cc3cccc(-n4cccn4)c3)cc2o1
x	x	x	x	-4.2%	x	0.5%	-16.7%	11.0%	20.0%	14.0%	x	COc1ccccc1CNC(=S)NCc1ccc(Cl)cc1
x	x	x	x	-2.7%	x	-0.1%	-7.6%	-2.2%	14.6%	-7.4%	x	CCN(CC)CCCNC(=O)c1cn(CC(C)C)c(=O)c2c1c1ccccc1n2C
0.0199	-0.201	-0.0133	-0.623	-5.1%	3.6%	-0.1%	41.5%	37.4%	28.8%	-148.2%[20 µM]	3.2%	Cc1cccc(NS(=O)(=O)c2cc(NC(=O)CC(=O)c3ccc([N+](=O)[O-])cc3)ccc2C)c1
x	x	x	x	4.9%	x	-0.2%	-35.6%	8.0%	2.6%	-11.6%	x	O=C(CN1C(=O)COc2ccccc21)NCC1CCCO1 (centres undefined)
0.918	-0.177	0.652	-1.19	-3.8%	18.0%	0.2%	-10.4%	39.4%	0.3%	18.4%	46.0%	COc1ccc(-c2cc3ccc(OCc4nn[nH]n4)cc3oc2=O)cc1OC
-0.0491	-0.219	-0.275	0.636	-4.9%	-0.1%	0.2%	-13.4%	2.8%	7.6%	-4.5%	6.2%	CCCCOc1ccc(NC(=S)Nc2cc(C)nc(SCCCC)n2)cc1
x	x	x	x	-4.1%	x	0.0%	-14.9%	-1.0%	13.3%	-13.7%	x	O=C(CSc1nnc(CNC(=O)c2c(F)cccc2Cl)o1)NC1CCCCC1
-0.043	-0.175	0.678	1.05	-1.9%	9.9%	0.2%	x	-19.4%	-17.6%	0.9%	35.6%	O=C(N/N=C\c1ccc(F)cc1)c1csnn1
-0.0809	-0.254	0.37	0.12	1.5%	-1.6%	0.3%	-9.1%	4.1%	9.1%	-9.8%	4.0%	COC(=O)c1sc(SC)nc1N
-0.935	0.427	-0.277	0.607	-0.4%	29.5%	-0.2%	78.1%*	-42.5%	-47.0%	-15.1%	0.5%	CCN(CC)C(=S)Sc1c(-c2ccccc2)c2cc(Cl)ccc2[nH]c1=O
-0.927	-0.355	-0.368	1.08	-1.5%	x	-0.1%	-49.8%	-0.7%	-47.2%	3.0%[20 µM]	x	CCOc1ccc(C(=O)Nc2ncccc2Cl)cc1
-0.693	-0.238	-0.175	1.2	-3.8%	14.2%	0.6%	-5.0%	11.0%	22.8%	14.7%	14.7%	CCOC(=O)N1CCN(c2c(-c3ccc(C)c(C)c3)c(=O)c2=O)CC1
-0.795	-0.302	-0.448	0.256	-1.1%	3.8%	0.7%	-7.3%	5.3%	11.0%	-16.1%	13.5%	CCn1c(SCC(=O)Nc2oc(-c3ccccc3)c(-c3ccccc3)c2C#N)nnc1-c1ccco1
0.0546	-0.182	-0.185	0.63	2.1%	-14.6%	-0.3%	-8.4%	0.4%	3.9%	8.7%	-8.8%	Cc1onc(-c2ccccc2Cl)c1C(=O)Nc1ccc(-c2nnc3n2CCCCC3)cc1
0.793	-0.134	0.933	-0.481	0.9%	x	-0.3%	-9.1%	-39.4%	4.6%	28.1%	x	CCNc1nc(NCC)nc(N(CC)C(N)=S)n1

# Taken from above:
# `O=C(CSc1nnc(CNC(=O)c2c(F)cccc2Cl)o1)NC1CCCCC1` in HEK293 NOD2/NF-kB has 13.3%
# `CCn1c(SCC(=O)Nc2oc(-c3ccccc3)c(-c3ccccc3)c2C#N)nnc1-c1ccco1` in Dynein cargo inh cytoplasmic EGFP has -0.302
# `CCN(CC)C(=S)Sc1c(-c2ccccc2)c2cc(Cl)ccc2[nH]c1=O` in HEK293 NOD2/NF-kB has -47.0%
# `O=C(N/N=C\c1ccc(F)cc1)c1csnn1` in Dynein cargo inh has -0.043

# A stretch taken from the entries so far:
Dynein cargo inh	Dynein cargo inh cytoplasmic EGFP	Dynein cargo inh nuclear GR-EGFP	Dynein cargo inh cell count	KOR beta-arrestin-1	M1AAP inhibition	GPR55 activation	NOD1 NF-kB reporter	AID2073	HEK293 NOD2/NF-kB	KOR beta-arrestin-2	P. falciparum M17LAP	mol
-0.0491	-0.219	-0.275	0.636	-4.9%	-0.1%	0.2%	-13.4%	2.8%	7.6%	-4.5%	6.2%	CCCCOc1ccc(NC(=S)Nc2cc(C)nc(SCCCC)n2)cc1
x	x	x	x	-4.1%	x	0.0%	-14.9%	-1.0%	13.3%	-13.7%	x	O=C(CSc1nnc(CNC(=O)c2c(F)cccc2Cl)o1)NC1CCCCC1

# These rows are one share of the data (hit frequency here may not be typical).
